CSN inh: inhibitors of human CSN-mediated cullin deneddylation. Q92905. Purified CSN, SCF-Nedd8-OG deneddylation, fluorescence polarization. inhibition, % at 12.5 µM. 360,000 compounds, 0.38% hits;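 active means pattern-corrected inhibition above about 35%, with an unprinted fluorescence ratio check between 0.5 and 1.5, limit read from the data, passing the limit was not always enough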;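 further: 0% = enzyme with substrate and 100% = substrate without enzyme; some results filed as inactive read as strong as hits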
Target sequence (Q92905 whole entry, looked up, one chain of several): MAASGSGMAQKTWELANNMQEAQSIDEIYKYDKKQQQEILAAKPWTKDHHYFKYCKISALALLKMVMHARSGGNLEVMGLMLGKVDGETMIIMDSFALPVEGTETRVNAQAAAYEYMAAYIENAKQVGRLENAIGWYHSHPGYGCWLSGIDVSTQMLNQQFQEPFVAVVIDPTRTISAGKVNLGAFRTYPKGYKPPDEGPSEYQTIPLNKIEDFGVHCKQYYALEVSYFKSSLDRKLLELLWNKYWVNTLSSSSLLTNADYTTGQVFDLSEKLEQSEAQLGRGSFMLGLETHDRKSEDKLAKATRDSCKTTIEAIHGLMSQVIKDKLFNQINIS
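Schedule: reaction 90 min, room temperature / Assay system: HEK293T-derived human Csn5 enzyme / Input: Csn5 at 0.24 nM final / Measure: inhibition of Csn5 cleavage, % / Control set: substrate-only high control, full reaction low control / Technique: fluorescence polarization of the substrate / Buffer or medium: Tris/NaCl/DTT buffer, pH 7.5 / Reagent: SCFSkp2-Nedd8OG substrate at 10 nM final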
Neddylation inh: cullin neddylation inhibition | P61081+Q13564 | TR-FRET cullin neddylation, biochemical | calls only at 25 µM | 360,000 compounds, 0.58% hits; in the data active means inhibition above about 36%
Target sequence (P61081 whole entry, looked up): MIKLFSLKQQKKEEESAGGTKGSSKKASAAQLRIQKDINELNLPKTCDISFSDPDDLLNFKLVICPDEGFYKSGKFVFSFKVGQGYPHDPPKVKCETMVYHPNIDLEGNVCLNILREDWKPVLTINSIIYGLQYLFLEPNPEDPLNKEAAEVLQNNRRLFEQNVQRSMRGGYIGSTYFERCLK
Target sequence (Q13564 whole entry, looked up): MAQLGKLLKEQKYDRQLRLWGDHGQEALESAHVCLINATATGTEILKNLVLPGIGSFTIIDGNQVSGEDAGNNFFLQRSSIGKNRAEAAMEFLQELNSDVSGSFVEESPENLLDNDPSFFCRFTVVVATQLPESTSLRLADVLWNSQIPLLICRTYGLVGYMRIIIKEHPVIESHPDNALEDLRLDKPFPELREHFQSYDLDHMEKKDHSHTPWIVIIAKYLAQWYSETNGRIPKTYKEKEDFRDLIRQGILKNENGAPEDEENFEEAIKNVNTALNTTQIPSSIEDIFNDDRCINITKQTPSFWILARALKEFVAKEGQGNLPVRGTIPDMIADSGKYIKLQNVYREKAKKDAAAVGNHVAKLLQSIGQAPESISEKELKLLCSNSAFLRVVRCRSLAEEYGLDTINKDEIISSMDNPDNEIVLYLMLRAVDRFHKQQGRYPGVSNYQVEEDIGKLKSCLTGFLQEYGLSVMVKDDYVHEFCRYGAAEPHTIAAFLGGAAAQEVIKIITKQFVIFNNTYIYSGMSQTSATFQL
MsrA inhibitor: bovine MsrA inhibition | 360,000 compounds, 0.75% hits | inhibition, % at 15.5 µM | AID 651718 | purified bovine MsrA, absorbance read-out; in the data active means inhibition above about 4.5%;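 further: 0% = vehicle wells with enzyme and 100% = reference inhibitor wells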
PABP1 MLLE inh: blocks PAM2 peptide binding to the PABP1 MLLE domain; P11940; GST-MLLE / FITC-PAM2 fluorescence polarization; inhibition, % at 20 µM; 360,000 compounds, 0.36% hits; in the data active means inhibition above about 35%, passing the limit was not always enough;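 further: plate controls were DMSO wells with GST-MLLE for no effect and wells lacking GST-MLLE protein for full effect; some results filed as inactive read as strong as hits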
E coli Lon inh: E. coli protease La inhibition; purified E. coli Lon protease, fluorescence polarization; inhibition, % at 7.94 µM; P0A9M0; AID 602123; 360,000 compounds, 0.42% hits; in the data active means inhibition above about 13%, passing the limit was not always enough;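 further: 0% = enzyme with probe and DMSO and 100% = no enzyme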
Tb MetRS inh: blocks T. brucei methionyl-tRNA synthetase activity. 360,000 compounds, 0.4% hits. purified T. brucei MetRS, ATP depletion, Kinase-Glo luminescence. inhibition, % at 11.9 µM. AID 624268;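 active means inhibition above a per-plate cutoff of the control wells' mean inhibition plus 3 SD, cut at about 5.5% in these data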;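 further: 0% = DMSO wells median and 100% = median of wells with control inhibitor compound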
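technique = Kinase-Glo luminescence, ATP depletion format | system = purified MetRS (methionyl-tRNA synthetase) enzyme from Trypanosoma brucei | timing = 15 min preincubation, 2 h reaction, all 25 °C | evaluation = percent inhibition versus plate control medians | dosing = single dose, 11.9 µM final nominal, 0.9% final DMSO | also added = substrates ATP, L-methionine and bulk Escherichia coli tRNA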
FAS-TE inh: blocks the thioesterase domain of human fatty acid synthase; P49327; recombinant FAS-TE, OMFH fluorogenic substrate, fluorescence endpoint; inhibition, % at 15 µM; 360,000 compounds, 0.67% hits;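 active means compounds whose normalised, plate-corrected inhibition of enzyme fluorescence in the single-dose primary screen is 50% or more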;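 further: 0% = DMSO with enzyme and 100% = substrate without enzyme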
Rin1 Abl inh: human Rin1-Abl interaction inhibition. P00519+Q13671. TR-FRET Rin1/Abl binding, biochemical. inhibition, % at 7.35 µM. 360,000 compounds, 0.4% hits. AID 588664; in the data active means inhibition above about 5%, passing the limit was not always enough
MsrA act: activators of bovine methionine sulfoxide reductase A; purified bovine MsrA, absorbance read-out; activation, % at 10.6 µM; 360,000 compounds, 0.3% hits; AID 602163; in the data active means activation above about 7.5%;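 further: 0% = vehicle and 100% = reference activator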
Starred values were filed as active, the others as inactive; i = inactive; . = not tested or not shown.

SMILES	CSN inh	Neddylation inh	MsrA inhibitor	PABP1 MLLE inh	E coli Lon inh	Tb MetRS inh	FAS-TE inh	Rin1 Abl inh	MsrA act
O=C(C1CCCN(c2ncnc3c2nc2n3CCCCC2)C1)N1CCN(c2ccc(Cl)cc2)CC1 (stereo not drawn)	-2	i	-0.4	0	5	0.4	20	-2	-1
Cc1ccc(S(=O)(=O)NCCc2nnc3ccc(SCc4cccnc4)nn23)cc1	4	i	0.7	0	1	-0.4	-3	0	-3
Nc1c(S(=O)(=O)c2ccccc2)c2nc3ccccc3nc2n1C1CC1	1	i	-0.2	7	-7	-0.1	-2	3	-6
Cc1ccc(NC(=O)CO/N=C/c2ccccc2C)c(C)c1	-1	i	0.0	-19	-5	0.2	12	2	-5
COCCNc1nc(=S)[nH]c2cc(OC)c(OC)cc12	0	i	1.4	-98	-3	-0.7	-11	-1	-14
Cn1c(=S)c2[nH]c(SCCC(C)(C)C)nc2n(C)c1=O	-1	i	1.1	-34	-1	-0.4	-1	-2	-9
Cc1nc2nc(SCC(=O)C(C)(C)C)[nH]c2cc1Br	-3	i	0.1	-86	-3	-0.5	-3	1	-4
Cc1cc(C)c(C)c(OCCOCCN2CCN(C)CC2)c1	-6	i	1.6	8	2	-0.8	-9	-5	-3
Cc1cc(C)cc(-n2c(C)cc(/C=N/NC(=O)CSc3ncccn3)c2C)c1	0	i	0.7	10	2	-1.8	3	1	-1
COc1ccc(-n2c(=O)[nH]cc(C(=O)Nc3ccc(NC(C)=O)cc3)c2=O)cc1	5	i	1.4	6	1	-0.5	-5	-1	-1
CCO/C=C/C(O)(CNC(=O)COc1ccccc1F)C(F)(F)F (stereo not drawn)	2	i	0.3	14	-1	0.1	-5	0	-1
Cc1ccc(C(=O)NNC(=O)C2CC2)cc1Br	2	i	-1.3	11	4	-0.4	-3	1	-5
CCN1C(=O)C(=O)c2cc(C)ccc21	4	i	-0.5	-7	8	-0.1	-8	-6	-4
Fc1ccccc1CSc1ccc(-c2ccco2)nn1	0	i	-1.2	16	2	-1.1	7	-5	-6
COc1ccc(CCNC(=O)C2CC(=O)N(C3CCCCCCC3)C2)cc1OC (stereo not drawn)	4	i	-1.3	5	4	-0.3	-5	1	-1
Cc1ccc2c(Cl)cc(Cl)c(OCC(=O)N3CCCC3)c2n1	-2	i	-1.0	-1	-1	-0.5	0	1	-2
O=C(CCNC(=O)c1ccc([N+](=O)[O-])cc1)Nc1ccc(Cl)c(S(=O)(=O)N2CCOCC2)c1	-2	i	0.0	-41	7	0.8	12	4	-6
CCCCN(C)C(=O)c1ccc(CS(=O)(=O)c2ccccc2C)o1	-2	i	0.5	1	11	-0.7	0	-1	-1
COc1ccc(C2/C(=C(/O)c3ccc4c(c3)CC(C)O4)C(=O)C(=O)N2CCN2CCOCC2)cc1 (stereo not drawn)	-2	i	2.9	-10	-4	-1.1	-4	-3	-1
CCOc1ccc(N2CC(C(=O)N/N=C/c3sccc3C)CC2=O)cc1 (stereo not drawn)	-4	i	-0.6	5	12	0.1	-1	1	0
Cc1ccc(/C=N/n2c(C3CCCCC3)n[nH]c2=S)cc1	-4	i	7.8*	-72	4	-0.3	3	0	0
NC1=C(c2ccc(F)cc2)C(=O)CS1	6	i	-0.4	6	-10	-0.9	-4	1	-2
O=c1c2ccccc2cnn1Cc1n[nH]c(=S)n1-c1ccccc1	1	i	-0.7	-9	-13	-0.5	-12	0	-5
O=C(Nc1ccc(F)cc1)N1CCn2c(nc3ccccc32)C1	1	i	-0.4	-8	-2	1.1	-9	-2	-2
CCc1ccccc1Nc1ccc(C(=O)O)cc1N	5	i	-1.4	9	-10	0.6	-6	1	-1
O=C(CSc1n[nH]c(-c2ccco2)n1)Nc1ccccc1	0	i	-0.3	-9	-13	-0.3	-5	-2	-3
CS(=O)(=O)c1ccc(Cl)c(NC(=O)COC(=O)CNC(=O)c2sc3ccccc3c2Cl)c1	0	i	1.5	4	-14	-0.5	-7	-8	-3
S=C1NCN(Cc2cccnc2)CN1c1cccc(Cl)c1	0	i	-0.1	-19	7	0.0	-9	-3	-2
CC(c1nnc(SCC(=O)Nc2cc([N+](=O)[O-])ccc2F)n1Cc1ccccc1)N(C)C (stereo not drawn)	4	i	1.0	-14	-1	-0.4	23	1	-2
COC(=O)c1c(NC(=O)/C=C/C(=O)O)sc(C)c1-c1ccc(C)c(C)c1	-7	i	1.5	24	4	0.2	-6	-3	-5
C=C(C)COc1ccc(-c2ncnc(C(F)(F)F)c2-c2ccccc2)c(O)c1	3	i	0.4	-1	6	-0.3	18	-2	0
CC(=O)Nc1ccc(N(C)C)cc1[N+](=O)[O-]	-4	i	0.9	3	2	-1.6	-17	-5	-12
CCc1ccc(NC(=O)/C(C#N)=C\c2ccc(OC)c(C(=O)O)c2)cc1	-5	i	3.5	5	1	-0.4	-4	2	-4
Cc1ccccc1CNC(=O)C1CCC(=O)N(C2CC2)C1 (stereo not drawn)	-1	i	-0.6	-19	-8	-0.3	-5	0	-5
Cn1nccc1NC(=O)CSCC(=O)O	2	i	0.0	3	-1	-0.1	-6	4	2
CC(C)OC(=O)c1c(NC(=O)c2cnn3c2NC(c2ccccc2)CC3C(F)(F)F)sc2c1CCCC2 (stereo not drawn)	-1	i	-0.1	-13	-5	-1.2	21	1	-4
COc1ccccc1N1CCN(C(=O)Cn2nnc(-c3ccncc3)n2)CC1	1	i	-1.7	3	-6	1.0	-7	-2	-3
COCCNC(=O)CS(=O)Cc1nc(-c2ccccc2C)oc1C (stereo not drawn)	1	i	-0.6	1	2	59*	-7	12*	-1
CCn1c(/C=C/N(C)c2ccccc2)[n+](CC)c2ccc(Cl)cc21	1	i	0.5	-126	-15	-0.5	-15	-1	-1
CCOc1ccc(N(CC(=O)NCc2ccc(F)cc2)C(=O)CCC(=O)Nc2nccs2)cc1	3	i	-0.2	10	9	-0.8	2	-2	0
Cc1cccc(C)c1NC(=S)N/N=C/c1ccccc1C(=O)O	-2	i	2.2	9	7	0.0	-6	-4	-3
CN1CCN(c2ccc(Cl)cc2NC(=O)c2cc(=O)[nH]c3ccccc23)CC1	4	i	0.3	-18	-6	-0.3	-5	0	-3
COc1cccc(F)c1C(=O)NC(=O)Nc1ccc2nc(C)oc2c1	-17	i	.	82	110*	3.4	-2	0	-3
COc1ccc(CCNC(=O)c2cccc(S(=O)(=O)N3CCc4ccccc4C3)c2)cc1	-3	i	-0.1	-13	-14	-0.2	28	0	-4
Cc1ccc(NC(=S)NCC(O)c2ccccc2)c(C)c1 (stereo not drawn)	3	i	-0.9	5	1	-1.5	-8	-3	-1
CCCCn1nc2cc(C(=O)NC3CCCc4ccccc43)ccc2c1OCC (stereo not drawn)	-7	.	1.3	23	-4	-0.1	-1	0	-2
O=C(Nc1c(-c2ccccc2)nc2ccccn12)c1ccccc1	-4	i	2.1	-4	-8	-0.8	0	-2	-5
O=C(Nc1nnc(S(=O)(=O)Cc2ccc(F)cc2)s1)c1ccccc1F	1	i	2.6	-2	-3	-0.5	-3	0	-13
O=C1NN(c2ccccc2)C(=O)/C1=C\c1cccc(OC(=O)c2cccs2)c1	8	i	0.1	13	4	-1.0	5	2	-2
CCN(CC)S(=O)(=O)c1ccc(C)c(NC(=O)Cn2cnc3cc([N+](=O)[O-])ccc3c2=O)c1	-2	i	-1.0	-15	-24	-0.4	10	-3	-2
O=C(/C=C/c1ccc([N+](=O)[O-])cc1)NCc1cccs1	-12	i	2.5	15	2	-0.5	4	-5	-10
CCN(CC)S(=O)(=O)c1ccc(N2CCOCC2)c(NC(=O)COc2ccc(C#N)cc2)c1	2	i	0.9	-3	-2	-0.9	13	2	-8
Cc1ccc(O)c(-n2nc3ccccc3n2)c1	-9	i	2.4	-17	-2	-0.6	12	3	-8
O=C(/C=C/c1ccccc1)N1CCN(S(=O)(=O)c2ccc(F)cc2)CC1	4	i	-0.9	6	-11	-0.6	8	-1	-3
CCN(CC)S(=O)(=O)c1cc(NC(=O)CN2C(=O)NC3(CCCc4ccccc43)C2=O)ccc1C (stereo not drawn)	-1	i	1.0	-43	5	-0.8	19	2	-5
CN(C(=O)COC(=O)c1ccc(=O)n(Cc2ccccc2)n1)C1CCS(=O)(=O)C1 (stereo not drawn)	-6	i	1.7	-3	-4	0.0	-8	3	-2
CC(C)C(O)(C#CCN1CCCCC1)C(C)C	-8	i	2.1	4	4	0.4	-9	3	-4
CCC(=O)Oc1ccc2oc(=O)cc(C)c2c1	4	i	0.4	-2	-8	0.3	-7	-1	-1
O=[N+]([O-])c1ccc(NN=Cc2cccc3ccccc23)cc1	8	i	2.4	-118	-37	-0.5	-6	2	-5
CCOC(=O)N1CCN(C(=O)CN2C(=O)COc3ccc(S(=O)(=O)N4CCOCC4)cc32)CC1	1	i	1.1	-4	-13	-0.4	-2	0	-1
Additional records follow.
SMILES	CSN inh	Neddylation inh	MsrA inhibitor	PABP1 MLLE inh	E coli Lon inh	Tb MetRS inh	FAS-TE inh	Rin1 Abl inh	MsrA act
O=C(NCCN1CCCCC1)c1ccc(=O)oc1	2	i	5.1*	-3	-3	0.0	-9	0	-4
Cc1nc2ccccc2c(C(=O)O)c1-c1ccccn1	-2	i	-0.7	1	-11	-0.2	-7	3	-2
O=C(Nc1nnc(CCN2CCCCC2)s1)c1ccccc1	-5	i	1.3	-2	-7	1.2	-2	2	-1
CCCn1c(-c2cc(OC)c(OC)c(OC)c2)nc2nc3ccccc3nc21	-2	i	3.2	6	-12	-0.9	-2	-6	3
Cc1ccc(S(=O)(=O)N/N=C\c2cccnc2)cc1	-4	i	0.2	-29	-3	-0.3	-9	1	-4
CCOc1ccc(C(=O)NCc2ccccn2)cc1	1	i	.	-3	-5	-1.4	-9	-1	-11
COCCNC(=O)C(OC(=O)c1ccco1)c1ccc(OC)cc1 (stereo not drawn)	2	i	-0.9	6	-12	-0.8	-5	1	-2
CC(C)C(NC(=O)OCc1ccccc1)C(=O)NC(Cc1ccc(O)cc1)C(=O)O (stereo not drawn)	2	i	-1.0	4	-7	-0.8	-4	-2	-2
C/C(=N\NS(=O)(=O)c1ccc(C)c([N+](=O)[O-])c1)c1ccc2c(c1)OCO2	2	i	-0.7	22	7	-0.8	16	0	-2
COc1ccccc1CNC(=O)C1CCN(S(=O)(=O)c2c(C)noc2C)CC1	5	i	0.4	0	4	-0.6	-5	-1	-2
CCOC(=O)C1CCN(C(=O)Cn2c(=O)c3cccn3c3cccnc32)CC1	3	i	0.9	-1	-17	0.4	23	-2	-2

Given field by field: 3 of the compounds above.
> CC(c1nnc(SCC(=O)Nc2cc([N+](=O)[O-])ccc2F)n1Cc1ccccc1)N(C)C (stereo not drawn)
- CSN inh: 4
- Neddylation inh: i
- MsrA inhibitor: 1.0
- PABP1 MLLE inh: -14
- E coli Lon inh: -1
- Tb MetRS inh: -0.4
- FAS-TE inh: 23
- Rin1 Abl inh: 1
- MsrA act: -2
> CC(C)C(O)(C#CCN1CCCCC1)C(C)C
- CSN inh: -8
- Neddylation inh: i
- MsrA inhibitor: 2.1
- PABP1 MLLE inh: 4
- E coli Lon inh: 4
- Tb MetRS inh: 0.4
- FAS-TE inh: -9
- Rin1 Abl inh: 3
- MsrA act: -4
> O=C(Nc1ccc(F)cc1)N1CCn2c(nc3ccccc32)C1
- CSN inh: 1
- Neddylation inh: i
- MsrA inhibitor: -0.4
- PABP1 MLLE inh: -8
- E coli Lon inh: -2
- Tb MetRS inh: 1.1
- FAS-TE inh: -9
- Rin1 Abl inh: -2
- MsrA act: -2
